# Screening data as filed in PubChem BioAssay.
# aSyn yeast rescue = qHTS of alpha-syn Inhibitors: NCGC Sytravon Library Screen | hit rate 0.02% among 94,000 | S. cerevisiae alpha-synuclein toxicity rescue, BacTiter-Glo growth, 24 h | Potency, µM (highest dose often 46.1 µM), for inactives: at the highest dose growth rescue (activation), most hits filed as activators; active = well fitted activation curve with a large enough effect; inconclusive = small, poorly fitted or top-dose-only effect; also: 0% is about no effect
#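 Growth restoration measured by BacTiter-Glo luminescence after 24 hr at 30 deg C; alpha-synuclein yeast, raffinose-pregrown to mid-log, were added at OD600=0.02 in galactose medium onto pinned compounds.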
# An asterisk follows results filed as active; ? = inconclusive; [ ] = dose if it differs, or a comment. Potency is read from the fitted curve at half-maximal effect.
mol	aSyn yeast rescue
CN(C)c1ccc(-c2nc(-c3ccncc3)no2)cc1[N+](=O)[O-]	-13%
CC(=O)c1ccc(NC(=O)Cn2cc3c(n2)CCCC3)cc1	-1%
Cc1ccc(CNc2nnc(C)c3nnn(Cc4ccc(F)cc4)c23)cc1	3%
CCOc1ccc(S(=O)(=O)N2CCN(C(=O)c3cc(-c4ccccc4)nn3-c3ccccc3)CC2)cc1	6%
COc1ccc(C(CC(=O)Nc2cc(OC)c(OC)c(OC)c2)N2Cc3ccccc3C2=O)cc1 (stereo not given)	-2%
CCOc1ccc(CC(=O)NC2CC(=O)N(c3ccc4c(c3)OCCO4)C2)cc1 (stereo not given)	3%
CCCCCCOc1ccc(/C=C/C(=O)Nc2sc3c(c2C(=O)OC)CCC3)cc1OC	-10%
COCc1cc(C)nc2sc(C(=O)Nc3ccc(C(C)=O)cc3)c(N)c12	-11%
O=C(NC1CCCCCC1)C1c2ccccc2C(=O)N1Cc1ccccc1Cl (stereo not given)	-4%
CCCCNC(=O)N(O)C1N(/N=C/c2cccnc2)C(=S)SC1(C)C (stereo not given)	-5%
Cc1cccc(C)c1NC(=O)CNC(=O)CCCc1c[nH]c2ccccc12	4%
O=C(CCn1nnc2ccccc2c1=O)N[C@@H](Cc1c[nH]c2ccccc12)C(=O)O	-2%
COc1ccc(N2CCN(S(=O)(=O)c3cnc[nH]3)CC2)cc1	-6%
CC(C)c1ccc(CNC(=O)c2ccc(N3CCCC3)c(NC(=O)NCc3ccc(F)cc3)c2)cc1	-3%
Cc1ccc(N=Nc2c(C)[nH]n(C(N)=S)c2=O)cc1	-41%[inhibitor]
COCCCNC(=O)c1cn(CCOC)c(=O)c2c1c1ccccc1n2C	2%
Cc1cc(C)c(O)c(-c2cc(C(=O)NCCc3ccc(S(N)(=O)=O)cc3)[nH]n2)c1	-27%
Cc1ccc(S(=O)(=O)NCC2CCC(C(=O)NCCc3ccccc3)CC2)cc1 (stereo not given)	-6%
Cc1nc(-c2ccc(F)cc2)c(CC(=O)N2CCN(S(=O)(=O)c3cccc(Cl)c3)CC2)s1	10%
COc1ccc(/C(=N/Nc2ncnc3ccccc23)C(=O)O)cc1	-5%
Cc1ccccc1C(=O)Nc1ccc(NC(=O)c2cccs2)cc1	10%
CCOc1ncccc1C(=O)N(C)CC(=O)Nc1ccccc1SC	3%
CC(C)(C)OC(=O)NCc1ccc(CNC(=O)c2[nH]cnc2C(=O)Nc2ccccc2F)cc1	-6%
O=C(Cn1c(=O)nc(-c2ccccc2)c2ccccc21)NCCCc1ccccc1	3%
CCOC(=O)c1c(NC(=O)CSc2cn(CCNC(=O)c3ccc(OC)cc3)c3ccccc23)sc2c1CCC2	2%
CCOC(=O)CC(NC(=O)Cn1nnc(-c2ccc(C(F)(F)F)cc2)n1)c1ccccc1Cl (stereo not given)	-8%
Cc1ccc(-n2c(SCC(=O)NC3CCS(=O)(=O)C3)nc3ccccc3c2=O)cc1 (stereo not given)	-1%
COC(=O)C1CCN(C(=O)C2CCN(C(=O)[C@@H](NS(=O)(=O)c3ccc(C)cc3)C(C)C)CC2)CC1	10%
O=C(NCCc1csc2nc(-c3ccccc3F)nn12)C(=O)Nc1cc(F)ccc1F	7%
CCOc1ccc(N2C(=O)c3n[nH]c(-c4cccs4)c3C2c2cccc(F)c2)cc1 (stereo not given)	26%
Cc1cccc(CCn2c(=O)c3ccccc3n(CC(=O)Nc3ccccc3F)c2=O)c1	-5%
Cc1ccc(Cn2c(C(=O)O)c(CNCc3ccc(OC(C)C)cc3)c3ccc(C)cc32)cc1	-1%
CCOC(=O)c1cccc(NC(=O)CC(c2cc(OC)c(OC)c(OC)c2)N2Cc3ccccc3C2=O)c1 (stereo not given)	4%
CCOC(=O)c1c(NC(=O)CC)sc2c1CCN(Cc1ccccc1)C2	5%
O=C(NCc1ccc(Cl)cc1)c1cc(S(=O)(=O)N2CCCCC2)c[nH]1	-1%
COc1ccc(C2c3sc(=O)[nH]c3SC3C(=O)N(c4ccccc4)C(=O)C32)cc1 (stereo not given)	-2%
Cc1ccc(NC(=O)Cn2nc(-c3ccc(F)cc3)c3cnc4ccc(C)cc4c32)cc1	1%
O=C(NCc1n[nH]c(=S)n1-c1ccccc1)c1cccs1	2%
Cc1ccc(NC(=O)CSc2nnc(-c3cc4occc4n3C)n2-c2ccccc2C)cc1F	1%
Cc1cc(C(=O)CCl)c(C)n1CCc1ccccc1	-36%[inhibitor]
CC1CCCN(Cc2nc(Cc3ccccc3Cl)no2)C1 (stereo not given)	5%
O=C(COC(=O)C1(c2ccccc2)CC1)NNC(=O)c1ccccc1F	3%
Cc1ccccc1-n1c(C)nnc1SCc1cc(=O)oc2ccc3ccccc3c12	9%
COc1ccccc1N1CCN(C(=O)c2cc(S(=O)(=O)N3CCC(C)CC3)cn2C)CC1	-3%
O=C(CCCc1nc(-c2ccc(Cl)cc2)no1)NCc1ccco1	7%
O=C(COC(=O)c1ccc(O)cc1O)Nc1ncc(Cl)cc1Cl	16%
CNC(=O)c1ccc(Nc2nnc(-c3ccc(C)c(S(=O)(=O)N4CCCCC4)c3)c3ccccc23)cc1	3%
O=C(c1ccc2c(c1)N(Cc1ccc(Cl)cc1)C(=O)c1ccccc1S2(=O)=O)N1CCCC1	3%
CCn1nnc2cc(C(=O)Nc3cccc(Cl)c3)ccc21	-16%
CCOc1ccc(NC(=O)CCc2c(C)nc3nc(C)nn3c2C)cc1	1%

# Going on with the list:
canonical_smiles	aSyn yeast rescue
Cc1ccc(C)c(NC(=O)Cn2c(=O)n(Cc3cccs3)c(=O)c3cccnc32)c1	-2%
Cn1c2ccccc2c2cnn(CC(=O)NCCCN3CCN(c4ccccc4F)CC3)c(=O)c21	1%
COc1cc(NC(=O)CC2C(=O)OCCN2Cc2ccccc2)cc(OC)c1 (stereo not given)	4%
Clc1cccc(NCc2nnc3n2CCCCC3)c1	-6%
Cc1ccc(-c2nc(C)c(CCNC(=O)c3cccs3)s2)cc1	-16%
O=C(NCc1ccccc1F)C(=O)NCC(c1ccco1)S(=O)(=O)c1ccccc1 (stereo not given)	-8%
Cc1sc2nc(CSCC(=O)Nc3c(F)cccc3F)[nH]c(=O)c2c1C	0%
COCCCNC(=O)CN(CCc1ccccc1)S(=O)(=O)c1ccc(OC)cc1	0%
COC(=O)c1ccccc1NC(=O)c1nc(SCc2ccccc2C)ncc1Cl	-2%
CCCCC(CC)CNC(=O)c1ccc2c(=O)n(CCOC)c(=O)[nH]c2c1 (stereo not given)	5%
Clc1ccc(Nc2ncn[nH]2)c(Cl)c1	-9%
CC(C)n1nc(C(=O)Nc2cccc(S(=O)(=O)NCc3ccco3)c2)c2ccccc2c1=O	-2%
O=C(Nc1ccccc1C(=O)OCc1cc(=O)n2c3c(sc2n1)CCCC3)c1ccccc1	0%
CC(=O)Nc1ccc(S(=O)(=O)NCC2CCCO2)cc1 (stereo not given)	1%
Cc1cccc(NC(=O)CN2C(=O)NC3(CCCC3)C2=O)n1	6%
CN(C)CCNC(=O)c1cc2sc3ccccc3c2s1	2%
Cc1nn(C)c2c1c(-c1ccccc1)cc(=O)n2C(C)C(=O)NCc1ccc(F)cc1 (stereo not given)	0%
O=C(CSc1nc2ccsc2c(=O)n1Cc1ccccc1F)NCc1ccccc1Cl	1%
COc1ccc(NS(=O)(=O)c2ccc(NC(=S)NC(=O)c3cccnc3)cc2)nn1	1%
Cc1cc(C)c(-c2csc(NC(=O)C3=COCCO3)n2)c(C)c1	1%
CS(=O)(=O)c1ccc2nc(NC(=O)c3ccc(NS(=O)(=O)c4ccc(F)c(F)c4)cc3)sc2c1	-9%
COc1cc(-c2nnc(SCC(=O)Nc3cccc(C#N)c3)o2)cc(OC)c1OC	-9%
COc1ccc(C2NC(=O)N(C)C3=C2C(=O)N(c2ccc(F)cc2)C3)cc1 (stereo not given)	6%
COc1ccc(OC)c(/C=N/NC(=O)c2ccc3nc[nH]c3c2)c1	1%
O=C(c1ccc2c(=O)n3c(nc2c1)CCC3)N1CCN(S(=O)(=O)c2cccc(F)c2)CC1	6%
COc1cccc(N2CCN(S(=O)(=O)c3ccc4[nH]c5c(c4c3)CCCC5)CC2)c1	?
O=C(NCc1ccc(Cl)cc1)c1ccc(CNc2c(N3CCCC3)c(=O)c2=O)cc1	10%
CCOC(=O)N1CCC(N2C(=O)c3ccccc3C2Nc2ccc3c(C)cc(=O)oc3c2)CC1 (stereo not given)	-1%
COc1ccc(C2=NN(c3nc(C(=O)O)cs3)C(O)(C(F)(F)F)C2)c(OC)c1 (stereo not given)	-4%
COc1cc2c(cc1OC)C(c1ccc(Br)cc1)NCC2 (stereo not given)	-5%
COc1cc(OC)cc(OC(=O)c2cccc(S(=O)(=O)N3CCN(C)CC3)c2)c1	5%
NC1=NC(c2cn[nH]c2-c2cccc(F)c2)n2c(nc3ccccc32)N1 (stereo not given)	-1%
CC(=O)c1ccc(NC(=O)CSc2cn(CC(=O)N(C(C)C)C(C)C)c3ccccc23)cc1	-2%
Cc1nc2c(C(=O)NCCC(C)C)cnn2c(C)c1Cc1c(F)cccc1Cl	-6%
O=C(NCc1ccc2c(c1)CCN2C(=O)c1ccc(F)cc1)c1ccco1	-3%
Cc1ccc(NC(=O)c2cc(S(=O)(=O)N3CCOCC3)cn2C)cc1Cl	-5%
Cc1cc(C)c(NC(=O)c2cc(S(=O)(=O)N3CCN(c4ccccc4F)CC3)ccc2F)c(C)c1	-8%
CCn1c2ccccc2nc2cc3c(cc21)c(Cl)c(=O)c1ccccc13	-1%
Cc1ccc(OCc2nnc(SCC(N)=O)n2N)cc1	-2%
CCOc1ccc(-n2ccnc(SCC(=O)NCc3cccc(OC)c3)c2=O)cc1	-2%
COc1ccc2c(Sc3ccccc3)c(C(=O)NCCCN3CCCCC3)[nH]c2c1	9%
COc1ccc(C(=O)NN/C=C/C(=O)c2ccc(Br)cc2)cc1	-47%[inhibitor]
CCn1c(=O)c2cc(C(=O)NCc3cccs3)sc2c2ccccc21	12%
c1cc2[nH]c3ccncc3c2cn1	-2%
CCc1ccccc1Nc1ncnc2c1cnn2-c1ccc(Cl)cc1	-3%
Cc1ccc(S(=O)(=O)Nc2c(C)nc3nc(C)[nH]n3c2=O)c(C)c1	-9%
Cc1ccc(-c2noc(-c3cccnc3NCc3ccc(Cl)cc3)n2)cc1	-3%
CC1CCN(c2nc3ccc(C(=O)N4CCN(c5ccccc5)CC4)cc3s2)CC1	1%
CCc1nc2nc(C)cc(Nc3ccc(OC)cc3OC)n2n1	3%
CCOc1ccc(NC(=O)CN(C)C(=O)c2c(-c3c(F)cccc3Cl)noc2C)cc1OCC	-1%
O=C(NCCOc1ccccc1Cl)C(=O)NCCOc1ccccc1Cl	2%
Cc1cccc(CNC(=O)c2ccc3c(c2)c(C)c(C)n3Cc2ccccc2)c1	1%
O=C(CN1C(=O)CSc2ccc(S(=O)(=O)N3CCCC3)cc21)Nc1cccc(Cl)c1	-2%
O=C(Cn1nnc(-c2ccc([N+](=O)[O-])cc2)n1)NNC(=O)c1ccccc1	-3%
COc1cccc(CNC(=O)C(Cc2ccccc2)NS(=O)(=O)c2ccc3c(c2)oc(=O)n3C)c1 (stereo not given)	5%
O=C(O)c1cc2n(n1)CCN(Cc1ccccc1Cl)C2=O	8%
CC(C)n1ncc2c(C(=O)N3CCN(Cc4cccs4)CC3)cc(C3CC3)nc21	-3%
CCOc1ccc(N(C)S(=O)(=O)c2cc(-c3cnc(C)o3)ccc2OC)cc1	-1%
Cc1c(C(=O)NCc2ccccc2Cl)sc2nc3n(c(=O)c12)CCC3	0%
O=C(COC(=O)C1CCN(c2ccc(C(F)(F)F)cn2)CC1)Nc1cccc(F)c1	11%

# 14 entries from above, arranged by formula weight, highest first:
canonical_smiles	aSyn yeast rescue
CCOc1ccc(S(=O)(=O)N2CCN(C(=O)c3cc(-c4ccccc4)nn3-c3ccccc3)CC2)cc1	6%
COc1ccc(C(CC(=O)Nc2cc(OC)c(OC)c(OC)c2)N2Cc3ccccc3C2=O)cc1 (stereo not given)	-2%
CCOC(=O)N1CCC(N2C(=O)c3ccccc3C2Nc2ccc3c(C)cc(=O)oc3c2)CC1 (stereo not given)	-1%
Cc1cccc(CCn2c(=O)c3ccccc3n(CC(=O)Nc3ccccc3F)c2=O)c1	-5%
CC1CCN(c2nc3ccc(C(=O)N4CCN(c5ccccc5)CC4)cc3s2)CC1	1%
CCOc1ccc(N2C(=O)c3n[nH]c(-c4cccs4)c3C2c2cccc(F)c2)cc1 (stereo not given)	26%
Cc1ccccc1-n1c(C)nnc1SCc1cc(=O)oc2ccc3ccccc3c12	9%
Cc1nc2c(C(=O)NCCC(C)C)cnn2c(C)c1Cc1c(F)cccc1Cl	-6%
O=C(NC1CCCCCC1)C1c2ccccc2C(=O)N1Cc1ccccc1Cl (stereo not given)	-4%
CCOc1ccc(CC(=O)NC2CC(=O)N(c3ccc4c(c3)OCCO4)C2)cc1 (stereo not given)	3%
O=C(COC(=O)c1ccc(O)cc1O)Nc1ncc(Cl)cc1Cl	16%
COc1cc2c(cc1OC)C(c1ccc(Br)cc1)NCC2 (stereo not given)	-5%
O=C(NCc1n[nH]c(=S)n1-c1ccccc1)c1cccs1	2%
CC(=O)Nc1ccc(S(=O)(=O)NCC2CCCO2)cc1 (stereo not given)	1%

# Continuation:
canonical_smiles	aSyn yeast rescue
Cc1ccccc1NC(=O)c1c(C)oc2ccc(O)c(CN3CCC(C)CC3)c12	-4%
COc1ccccc1-c1cnc2c(c1)C(=O)N([C@@H](C)CO)C[C@@H](C)[C@@H](CN(C)C(C)=O)O2	5%
Cc1nn(-c2ccccc2)nc1C(=O)NNC(=O)c1ccc(C(F)(F)F)cc1	5%
Cc1cc(OCCn2cc(C(=O)c3cccs3)c3ccccc32)ccc1Cl	3%
CCC(=O)c1ccc(N2CCC(C)CC2)c(F)c1	5%
Cc1c(-c2nc(-c3ccc4c(c3)OCO4)no2)nnn1-c1cccc(C(F)(F)F)c1	-4%
CC(=O)NCCc1nc2cc(NC(=O)COc3cccc(C)c3)ccc2n1C	-7%

# A portion of the library (hit frequency here may not be typical).
